Compound activity: PubChem BioAssay, several laboratories
Mcl1-Noxa inh: disrupts binding of human Mcl-1 to Noxa peptide; AID 1022; 220,000 compounds, 1.5% hits; TR-FRET Mcl-1/Noxa peptide binding, 2 h; inhibition, % at 21.7 µM;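 active means compounds that cut the protein-peptide binding signal by more than 50% relative to plate controls in a single-dose test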;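 further: His-tagged Mcl-1 with rhodamine Noxa BH3 peptide and terbium anti-His antibody; 0% = Mcl-1 plus Noxa peptide wells and 100% = peptide-only wells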
ABCB1 inh: human ABCB1 inhibition, ABCG2 as counter-screen; CCRF-Adr cells, JC-1 efflux, flow cytometry; inhibition, % at 6.6 µM; AID 1326; 190,000 compounds, 0.067% hits; in the data active means inhibition above about 40%;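 further: 0% = vehicle and 100% = reference inhibitor; higher value means more JC-1 retained so stronger ABCB1 efflux block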
ABCG2 block: blocks JC-1 efflux by human ABCG2 transporter | inhibition, % at 6.6 µM | Q9UNQ0 | IgMXP3 cells, flow cytometry | AID 1325 | 190,000 compounds, 0.1% hits;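 active means inhibition above 80%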;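 further: 0% = DMSO and 100% = nicardipine control wells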
Target sequence (Q9UNQ0 whole entry, looked up): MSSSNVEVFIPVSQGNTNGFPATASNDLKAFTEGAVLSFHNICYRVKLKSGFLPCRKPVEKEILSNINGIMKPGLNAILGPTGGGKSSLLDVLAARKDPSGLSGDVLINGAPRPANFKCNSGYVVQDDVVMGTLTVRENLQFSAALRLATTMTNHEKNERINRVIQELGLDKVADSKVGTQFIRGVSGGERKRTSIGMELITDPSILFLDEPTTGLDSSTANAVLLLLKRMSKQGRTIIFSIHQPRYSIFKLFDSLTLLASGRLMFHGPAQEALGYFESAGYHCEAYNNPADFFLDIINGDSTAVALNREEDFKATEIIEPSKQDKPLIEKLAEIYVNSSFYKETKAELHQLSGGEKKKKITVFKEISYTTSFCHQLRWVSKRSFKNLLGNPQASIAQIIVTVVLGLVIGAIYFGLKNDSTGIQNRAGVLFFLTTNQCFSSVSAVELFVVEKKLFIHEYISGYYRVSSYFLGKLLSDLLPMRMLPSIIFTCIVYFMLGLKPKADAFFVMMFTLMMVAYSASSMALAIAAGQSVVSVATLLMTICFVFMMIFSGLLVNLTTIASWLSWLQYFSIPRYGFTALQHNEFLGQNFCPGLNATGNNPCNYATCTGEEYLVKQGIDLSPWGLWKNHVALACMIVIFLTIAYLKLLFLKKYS
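System: two drug-resistant human cell lines, ABCG2 and ABCB1; controls: nicardipine high and DMSO low controls; times: 10 min exposure at 25 °C with rotation, no wash; detection: flow cytometry of retained JC-1 fluorescence; read-out basis: percent efflux inhibition, scaled nicardipine 100% to DMSO 0%; doses: one concentration, 6.6 µM final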
Cdc42 wt: modulators (inhibitors or activators) of GTP binding to human Cdc42 wildtype; AID 761; GST-Cdc42 beads, Bodipy-GTP binding, flow cytometry; actives lie on both sides; 190,000 compounds, 0.2% hits; P60953; percent activity (GTP binding), % at 10 µM;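 active means percent activity GTP binding at least 20 points away from the 100% baseline, either down as inhibitor or up as activator; inconclusive means compound flagged as likely green fluorescent from well-wide comparison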;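 further: median bead fluorescence of bound Bodipy-FL-GTP at 100 nM; 0% = excess unlabeled GTP control and 100% = no compound control; below 100% means less GTP binding so inhibitor and above means activator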
Target sequence (P60953 whole entry, looked up): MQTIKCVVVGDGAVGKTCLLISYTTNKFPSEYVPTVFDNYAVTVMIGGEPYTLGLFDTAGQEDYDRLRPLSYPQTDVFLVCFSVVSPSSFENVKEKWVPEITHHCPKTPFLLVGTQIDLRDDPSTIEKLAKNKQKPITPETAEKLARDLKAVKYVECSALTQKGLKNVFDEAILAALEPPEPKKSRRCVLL
Rab7 wt GTP bind: dog Rab7 wildtype GTP binding, inhibitors and activators; GST-Rab7 beads, fluorescent GTP binding, flow cytometry; actives lie on both sides; untreated = 100%, excess cold GTP = 0%; GTP binding activity (percent of control), % at 10 µM; 190,000 compounds, 0.055% hits;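 active means fluorescent GTP binding to Rab7 beads changed by at least 20 points from the 100% baseline, either direction, mostly lower; inconclusive means compound itself probably fluorescent, or too few beads counted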;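 further: median green fluorescence of bound Bodipy-FL-GTP per Rab7 bead population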
Rab2A wt mod: changes GTP binding to wildtype dog Rab2A, up or down; P61105; GST-Rab2 wt beads, Bodipy-GTP binding, flow cytometry; GTP binding activity, % at 10 µM; 190,000 compounds, 0.19% hits; AID 760;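 active means GTP binding activity at least 20 points away from 100%, either lowered or raised; inconclusive means signal likely due to the compound's own green fluorescence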;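 further: 0% = beads with excess unlabeled GTP and 100% = no-compound control corrected for plate trend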
Rac1 wt GTP bind: human Rac1 wildtype GTP binding, inhibitors and activators. GTP binding activity (% of control), % at 10 µM. GST-Rac1 beads, fluorescent GTP binding, flow cytometry; actives lie on both sides; 0 = cold GTP competed, 100 = untreated. 190,000 compounds, 0.27% hits. P63000;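 active means GTP binding activity at least 20 points away from the 100% control level, either lower or higher; inconclusive means compound flagged as likely green fluorescent, judged across all proteins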
Rac1 act GTP bind: modulators of GTP binding to human Rac1 activated mutant; P63000; GST-Rac1 activated beads, fluorescent GTP binding, flow cytometry; actives lie on both sides; 100% means binding = to untreated wells; percent activity (GTP binding), % at 10 µM; 190,000 compounds, 0.11% hits;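 active means GTP binding at least 20 percentage points away from the 100% baseline, in either direction, so actives lie on both sides; inconclusive means Compound likely fluorescent itself, or too few beads counted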
Avidin bead fluor: avidin bead compound fluorescence profile; 220,000 compounds, 0.38% hits; fluorescence (KMESF) at 10 µM; Avidin beads, compound fluorescence 488/530 nm, flow cytometry; stronger effect = higher value; in the data active means fluorescence above about 47; further: inactives centre near 10
HRas wt GTP: modulators of GTP binding to human HRas wildtype. GTP binding activity, % at 10 µM. AID 759. 190,000 compounds, 0.14% hits. GST-Ras wt beads, Bodipy-FL-GTP binding, flow cytometry; actives lie on both sides;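 active means GTP binding activity at least 20% away from the 100% baseline, either lowered as inhibitor or raised as activator; inconclusive means flagged as likely green fluorescent, judged across all proteins in the well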;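 further: 0% = unlabeled GTP competition control and 100% = no-compound control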
Target sequence (P01112 whole entry, looked up): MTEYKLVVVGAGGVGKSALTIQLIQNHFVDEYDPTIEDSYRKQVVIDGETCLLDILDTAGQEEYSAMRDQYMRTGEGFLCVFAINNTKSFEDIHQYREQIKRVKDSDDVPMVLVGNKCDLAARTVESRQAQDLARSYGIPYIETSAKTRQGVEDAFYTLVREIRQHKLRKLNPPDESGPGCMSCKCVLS
Pf gamet viab: inhibitors of late stage P. falciparum gametocyte viability | 150,000 compounds, 0.065% hits | P. falciparum stage V gametocytes, ATP luminescence, 24 h | inhibition, % at 10.9 µM;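 active means inhibition above the mean plus 3 SD of compounds within the control limits, set per campaign, cut at about 38% in these data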;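 further: 0% = DMSO wells and 100% = medium only without gametocytes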
* marks the source's active call; other numbers are inactive results; ? = inconclusive; . = no result given.

SMILES	Mcl1-Noxa inh	ABCB1 inh	ABCG2 block	Cdc42 wt	Rab7 wt GTP bind	Rab2A wt mod	Rac1 wt GTP bind	Rac1 act GTP bind	Avidin bead fluor	HRas wt GTP	Pf gamet viab
CCc1nnc(NS(=O)(=O)c2ccc(N=CC3=C(O)CC(C)(C)CC3=O)cc2)s1	-7	1.1	4	99	95	97	99	98	8	96	-8
CCOC(=O)C(NC(=O)c1ccccc1)(OCc1ccc(F)cc1)C(F)(F)F (centres undefined)	-7	1.4	4	105	97	98	109	100	16	98	6
CN1C(=O)/C(=C/C=C2\SCCN2C)SC1=S	7	-5.5	-27	100	101	98	102	97	11	100	.
Cc1cccc(C(=O)NC2CCN(CC(=O)N3CCOCC3)CC2)c1	-11	0.2	4	100	95	100	101	98	6	101	-4
O=C(CC1CCCCC1)Nc1ncn[nH]1	17	-5.4	-7	102	101	102	100	100	16	101	.
CC(C)Nc1nc(NC(C)C)nc(Oc2ccc(/C=N/O)cc2)n1	10	0.0	0	100	93	96	101	97	17	98	-8
CCCCCOc1ccccc1C(=O)NCCCC(=O)O	3	0.3	2	105	102	102	109	103	8	103	9
O=c1nc2ccccc2c2n1CC(CN1CCN(c3cccc(Cl)c3)CC1)N2 (centres undefined)	17	1.2	4	91	99	93	95	93	25	94	.
CCN1C(C)=C(C)S/C1=C1\SC(=S)N(NC(C)=O)C1=O	7	0.1	0	97	97	97	98	98	6	96	5
COc1ccc(/C=N/N=C(\N)c2nonc2N)cc1	-8	-0.2	1	97	105	99	96	94	9	97	.
COc1ccc(/C=N/Nc2nnc(Cc3ccc(OC)c(OC)c3)c(=O)[nH]2)cc1	-11	0.0	0	99	95	93	94	96	6	95	2
COCc1cc(C)nc(N/N=C/c2ccc(-c3ccc(C(=O)O)c(Cl)c3)o2)c1C#N	17	-0.5	-4	73*	97	77*	67*	86	8	78*	.
CCCc1ccc(OCC(=O)NNC(=S)NC(=O)c2ccco2)cc1	-11	-0.2	-1	99	97	98	99	97	6	99	5
Cc1ccc(NC(=O)N(C2CCCCC2)C(C)c2cccnc2)cc1C (centres undefined)	21	0.1	1	100	97	96	99	98	13	96	.
O=C(Nc1nn(Cc2ccc(Cl)cc2)cc1Br)c1ccc(COc2ccccc2Cl)o1	-3	0.7	8	99	94	98	99	98	5	98	-15
COc1ccc(NC(=O)C2C3C=CC(C3)C2C(=O)NCc2ccco2)c(OC)c1 (centres undefined)	-5	0.1	0	96	95	96	104	94	24	98	.
O=C(CCc1nnc(COc2ccccc2)o1)NCc1ccccc1	13	0.6	3	95	100	96	102	95	15	99	16
Cn1c(=O)[nH]c(=O)c2c1nc(N1CCCCCC1)n2CCSc1nc2ccccc2[nH]1	-1	0.7	1	96	99	98	101	98	19	97	.
CCCCC(=O)N(c1ccc(C)c(C)c1)C1C=CS(=O)(=O)C1 (centres undefined)	-18	0.0	0	101	100	104	102	101	14	102	.
CC(=O)N(CC1CCCO1)C1(C(=O)NC2CCCC2)CCCCC1 (centres undefined)	12	-0.2	-1	100	93	96	96	96	7	96	7
CCCN(CCC)CC(O)COc1ccc2c(c1)OCO2 (centres undefined)	-1	0.3	1	96	99	97	99	97	8	98	-5
COc1ccc(/C=C(/C#N)C(=O)Nc2cc(C)ccc2C)cc1C(=O)O	-15	0.0	0	104	103	103	104	98	13	104	.
COc1ccc2nc(Nc3nc4ccc(NC(C)=O)cc4s3)sc2c1	71*	-1.0	-2	?	?	?	?	?	2	?	-8
CCC(=O)N1CCN(c2ccc(NC(=O)c3cc4ccccc4o3)cc2Cl)CC1	1	0.1	0	103	96	102	100	99	11	101	-13
COc1ccc(NC(=O)c2cc3c(=O)n(C)c4ccccc4c3s2)cc1OC	41	-0.7	-2	91	93	92	88	92	.	92	9

(listing goes on)
SMILES	Mcl1-Noxa inh	ABCB1 inh	ABCG2 block	Cdc42 wt	Rab7 wt GTP bind	Rab2A wt mod	Rac1 wt GTP bind	Rac1 act GTP bind	Avidin bead fluor	HRas wt GTP	Pf gamet viab
Cc1cccc(OC(=O)c2sc(Cl)nc2C)c1	-3	-0.2	-1	100	101	100	103	101	6	100	.
CCCCc1nc(Cl)c(C#N)c2c1CCCC2	4	0.1	4	103	101	101	103	101	12	100	7
COc1ccc(N2CCN(CCNC(=O)CCS(=O)(=O)c3cccc4nsnc34)CC2)cc1	5	-0.1	0	102	93	97	106	96	2	96	.
C=CCNC(=S)NNC(=O)CCC(O)COCCC(C)C (centres undefined)	15	0.4	2	97	103	97	103	101	6	99	9
COC(=O)c1ccccc1OCCOc1ccccc1C(=O)OC	0	0.9	8	103	101	101	103	100	10	101	.
CSc1ccc(Cc2ccc(Cl)cc2Cl)nn1	11	0.3	3	96	100	96	101	93	11	98	-4
CCOc1cc(C(=O)Nc2cccc3ncccc23)cc(OCC)c1OCC	17	0.9	3	94	98	97	96	96	2	96	.
CCOC(=O)CSc1nc2cc(C(=O)NCC3CCCO3)ccc2c(=O)n1Cc1ccco1 (centres undefined)	-7	.	.	103	102	102	103	99	6	101	1
CC(=O)Nc1c(C(=O)N2CCOCC2)cnn1-c1ccc(C)c(C)c1	7	0.2	1	101	95	99	102	98	28	100	.
Cc1ccc(C(=O)CC2SC(N)=NC2=O)cc1 (centres undefined)	27	0.1	1	98	101	98	97	98	37	98	.
Cc1cc(C)n(CCNC(=O)CC2C(=O)NCCN2CC2CCCCC2)n1 (centres undefined)	6	0.6	1	99	99	98	100	95	9	98	-14
O=S(=O)(Cc1ccccc1)N1CCCC1	-1	0.3	1	105	99	104	99	98	7	101	-4
CCOC(=O)CSc1nnc(CNC(=O)c2cc(OC)c(OC)c(OC)c2)n1C	-6	0.0	0	101	102	101	105	99	22	101	.
COC1CCCCC1Nc1cc(C)cc(C)c1 (centres undefined)	24	-0.2	-1	100	99	99	103	96	29	97	-32
Cc1ccc(Cn2ncc3c(N4CCN(C)CC4)ncnc32)cc1	-7	0.3	6	101	98	98	101	100	5	101	14
Cc1cc(C)c2cc(CN(CCO)C(=O)Nc3ccc(Cl)cc3)c(=O)[nH]c2c1	17	0.3	5	101	102	101	103	101	36	101	.
CC(C)c1nnc(NC(=O)CSc2nc3ccccc3[nH]2)s1	18	-0.1	2	98	108	101	106	97	10	104	.
CCn1c(SCC(=O)Nc2cc(NC(C)=O)ccc2OC)nnc1-c1ccccn1	9	-1.4	-1	98	97	100	107	100	21	100	.
O=C(COc1ccccc1)Nc1ccc(S(=O)(=O)NCc2ccco2)cc1	3	0.0	0	102	101	102	104	100	6	102	.
O=C(CSc1nc2ccccc2n1-c1ccccc1)Nc1ncc(Cl)cc1Cl	17	13	22	94	92	95	96	94	10	94	4
C=CCOc1c(CNc2ccc(S(N)(=O)=O)cc2)cccc1OC	15	-0.1	3	96	90	93	95	90	5	92	18
Cc1ccc(C(=O)N/C(=C/c2cccs2)C(=O)N2CCCCCC2)cc1	4	1.1	7	99	96	101	100	99	4	101	.
COC(=O)c1cc(-c2c(C)oc3cc(O)ccc3c2=O)c(C)o1	24	0.4	40	99	102	100	104	97	39	100	.
O=C(NCC(c1cccnc1)N1CCN(c2ccc(F)cc2)CC1)c1ccc(F)cc1 (centres undefined)	.	1.8	31	97	95	91	90	92	14	95	.
O=C(CN1CCOCC1)Nc1c2c(nc3c1CCC3)CCC2	12	0.1	-1	108	107	108	114	100	8	105	-22

Other records follow.
SMILES	Mcl1-Noxa inh	ABCB1 inh	ABCG2 block	Cdc42 wt	Rab7 wt GTP bind	Rab2A wt mod	Rac1 wt GTP bind	Rac1 act GTP bind	Avidin bead fluor	HRas wt GTP	Pf gamet viab
Cc1ccc(N(CCC(=O)O)S(=O)(=O)c2ccc(C)cc2)cc1	15	0.3	2	98	104	101	99	99	4	101	.
N#C/C(=C1/CCCCCN1)c1nnc2n1CCCCC2	-6	1.0	4	103	101	101	102	100	10	102	17
Cc1nc2ccccc2n1CC(=O)OCC(=O)NCc1ccccc1	-2	0.1	0	99	97	96	104	97	13	97	-32
CCCS(=O)(=O)c1c(S(=O)(=O)CCC)c2c(C)cccn2c1C(=O)OC	34	0.8	2	98	98	96	99	97	9	100	.
COc1ccc(CN(C)C(C)C(=O)NC2CCCc3ccccc32)cc1 (centres undefined)	12	1.5	6	94	91	95	93	95	15	93	-20
COc1ccccc1OCc1ccc(C(=O)Nc2ccncc2)o1	-6	0.8	5	99	101	97	100	99	13	100	.
NS(=O)(=O)c1ccc(CNC(=O)/C=C/c2cccc(Cl)c2)cc1	15	-0.1	0	102	101	100	103	100	4	99	0
CC(OC(=O)c1cc(=O)[nH]c2ccccc12)C(=O)c1ccccc1 (centres undefined)	10	1.0	4	98	99	99	97	96	12	97	2
CCOC(=O)C1(Cc2ccc(OC)cc2)CCN(C(=O)c2ccoc2C)CC1	-4	1.4	0	98	104	100	102	96	10	99	14
COc1cc(Cl)c(C)cc1NC(=O)CSC	23	0.6	38	105	101	102	107	100	12	101	13
COc1cc(SC)ccc1C(=O)Nc1ccc(Cl)cn1	6	-0.2	2	91	96	95	92	91	15	94	.
C#CCOCCOCCOCCNc1nc(N2CCOCC2)nc(N2CCN(C(=O)[C@H](CCC(=O)O)n3cc(C(N)[C@H](C)CC)nn3)CC2)n1 (some centres undefined)	12	-0.3	-1	93	93	92	95	92	7	91	.
CCC(=NCc1ccc(Cl)c(Cl)c1)c1nc(-c2ccco2)oc1O	8	1.5	5	97	98	99	102	99	13	100	5
O=C1COc2ccc(C(=O)/C=C/c3ccccc3)cc2N1	8	0.8	20	99	102	100	102	97	8	102	0
Cc1nn(-c2cc(N3CCCCC3)ccc2N)c(=O)c2ccccc12	20	0.1	0	99	95	95	97	96	6	96	17
S=c1nc(-c2ccco2)[nH][nH]1	25	0.1	0	100	99	100	102	99	5	101	.
CCOc1ccc2nc(/N=C/c3c(C)[nH]n(-c4ccccc4)c3=O)sc2c1	-25	0.3	2	105	105	102	105	100	11	103	12
Cc1cc(OCCCCN2C(=O)NC(C)(C)C2=O)cc(C)c1Cl	-7	1.6	10	108	104	102	108	102	12	104	12
CC(=O)c1ccc(NC(=O)C(C)Nc2ccc(Cl)cc2)cc1 (centres undefined)	13	0.1	2	94	102	97	91	94	22	96	14
COc1ccccc1N(CC(=O)NC(C)(C)C)S(=O)(=O)c1cccs1	6	1.6	5	97	97	97	99	102	9	99	-4
